Bioassay records: PubChem, National Center for Advancing Translational Sciences (NCATS)
AmpC detergent = blocks E. coli AmpC beta-lactamase in detergent assay. P00811. AmpC hydrolysis of nitrocefin, absorbance 480 nm, 0.01% Triton. Potency, µM (highest dose often 114 µM), for inactives: at the top dose activity change, negative = inhibition, hits mostly inhibitors. 0.041% of 370,000 active;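 also: potency is read from the fitted curve at half-maximal effect; 0% = no-compound wells and -100% = no-enzyme wells; nearly all actives have a fitted effect of over 25% in size; some results filed as inactive show a strong effect at the top dose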
Target sequence (P00811 whole entry, looked up): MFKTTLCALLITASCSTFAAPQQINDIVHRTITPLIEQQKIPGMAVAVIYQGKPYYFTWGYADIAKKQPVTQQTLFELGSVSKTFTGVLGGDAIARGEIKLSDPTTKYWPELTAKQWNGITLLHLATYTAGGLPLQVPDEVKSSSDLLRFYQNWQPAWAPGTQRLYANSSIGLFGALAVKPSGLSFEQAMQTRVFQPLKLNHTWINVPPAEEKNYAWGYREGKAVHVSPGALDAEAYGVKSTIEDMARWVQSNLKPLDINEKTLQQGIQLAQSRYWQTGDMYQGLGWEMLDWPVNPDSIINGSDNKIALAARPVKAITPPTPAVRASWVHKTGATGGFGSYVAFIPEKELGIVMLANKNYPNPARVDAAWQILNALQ
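20 mM phosphate pH 7.0 + 0.01% (detergent screen) or 0.0001% Triton X-100; 5.3 nM AmpC reagent; cpd preinc 15 min RT; nitrocefin (800 uM stock) to start; A480 q20 s × 4 min; Activity was normalised to no-enzyme and no-compound control wells.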
Shiga toxin inh = inhibitors of Shiga toxin in Vero cells | Vero cells, Shiga toxin protein synthesis inhibition reporter | inhibition, % at 38.7 µM | 9.2% of 290,000 active; in the data active = inhibition mostly above about 28%, no sharp cut-off; inactive = mostly below about 43%; also: 0% is about no effect
HCMV antiviral = inhibitors of human cytomegalovirus; activity change, negative = inhibition, % at 57.5 µM; 4.5% of 410,000 active; HFF cells, HCMV-luciferase reporter, 72 h; stronger effect = lower value; AID 1259415; in the data active = activity change below about -60%; inconclusive = no clear call, values can overlap the other calls; inactive = above about -39%; also: % is scaled to controls: 0 for no effect and ±100 for the full control effect
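After 16 h attachment at 37C, HFF cells received test compound and HCMV-luciferase (1 PFU/cell); reporter luminescence read 72 h later, data normalized against buffer-only and known inhibitor Salinomycin.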
Giardia FBPA inh = blocks Giardia fructose-bisphosphate aldolase activity; A8B2U2; purified Giardia FBPA; Potency, µM (titrated, usually from 59.6 µM), for inactives: at the top dose activity, negative = inhibition, usual class: inhibitors; 0.71% of 290,000 active; AID 2451; also: potency is read from the fitted curve at half-maximal effect; % is scaled to controls: 0 for no effect and ±100 for the full control effect; nearly all actives have a fitted effect of over 55% in size
Target sequence (A8B2U2 whole entry, looked up): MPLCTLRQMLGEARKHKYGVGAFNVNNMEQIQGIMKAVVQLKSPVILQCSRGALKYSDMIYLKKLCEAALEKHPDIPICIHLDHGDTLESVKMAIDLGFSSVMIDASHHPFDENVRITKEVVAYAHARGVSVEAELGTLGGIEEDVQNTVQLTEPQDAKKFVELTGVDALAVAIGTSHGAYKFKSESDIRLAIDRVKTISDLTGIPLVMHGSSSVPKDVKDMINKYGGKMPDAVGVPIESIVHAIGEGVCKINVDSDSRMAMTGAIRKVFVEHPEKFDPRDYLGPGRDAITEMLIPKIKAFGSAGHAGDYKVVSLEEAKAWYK
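Giardia FBPA (40 nM reagent) was preincubated 10 min at RT with compound (up to 57.5 uM final), then substrate plus GAPDH/TPI/NAD/arsenate coupling system with diaphorase/resazurin was added; resorufin fluorescence (525/598 nm) was read after 20 min.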
AMA1-RON2 inh = inhibitors of Plasmodium falciparum AMA1-RON2 interaction; 0.2% of 360,000 active; Potency, µM (titrated, usually from 58.2 µM), for inactives: at the highest dose activity change, negative = inhibition, actives largely listed as inhibitors; AlphaScreen AMA1-biotinylated RON2 peptide binding;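 also: potency is read from the fitted curve at half-maximal effect; 0% = vehicle wells and -100% = peptide control; nearly all actives have a fitted effect of over 45% in size; some results filed as inactive show a strong effect at the top dose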
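AMA1 (3D7) with his tag at 25 nM final met compounds first, then biotinylated RON2 peptide at 25 nM; detection used donor plus acceptor beads, 10 µg/mL apiece, read by AlphaScreen after 30 min at room temperature.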
AmpC inh no detg = blocks E. coli AmpC beta-lactamase in detergent-free assay | P00811 | AmpC nitrocefin hydrolysis, absorbance 480 nm, 0.0001% Triton | Potency, µM (top dose mostly 57.1 µM), for the others: top-dose activity change, negative = inhibition, usual class: inhibitors | 0.52% of 330,000 active;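 also: potency is read from the fitted curve at half-maximal effect; plate controls were no compound for no effect and no enzyme for full effect; nearly all actives have a fitted effect of over 20% in size; some results filed as inactive show a strong effect at the top dose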
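20 mM phosphate pH 7.0 + 0.01% (detergent screen) or 0.0001% Triton X-100; 5.3 nM AmpC reagent; cpd preinc 15 min RT; nitrocefin (800 uM stock) to start; A480 q20 s × 4 min; Activity was normalised to no-enzyme and no-compound control wells.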
Cycloheximide cs = counter-screen hit for Shiga toxin inhibitors, cycloheximide. cell reporter, cycloheximide protein synthesis inhibition counterscreen. max response, %. 12% of 300,000 active. AID 2314; in the data active = max response mostly above about 13%, no sharp cut-off; inactive = mostly below about 14%; also: read at 38.3 µM for the half of the compounds with a filed dose; 0% is about no effect
Active calls of the source: *; ? = inconclusive; · = no result given; [ ] = another dose, or the depositor's remark. Unless noted, calls follow the shape of the dose curve; as a rule, active = well fitted curve in the direction sought with a large enough effect; inconclusive = small, poorly fitted or top-dose-only effect, or another doubt; inactive = no such curve, though single readings can be large; an effect the other way counts as inactive or inconclusive.

SMILES	AmpC detergent	Shiga toxin inh	HCMV antiviral	Giardia FBPA inh	AMA1-RON2 inh	AmpC inh no detg	Cycloheximide cs
CCCC(NC(=O)CCl)c1ccccc1 (stereo not drawn)	11%	-4	-72*	-2%	-8%	-8%	6
CNC(=O)NC(=O)Cn1cnc2sc(-c3ccccc3)cc2c1=O	3%	22	28	6%	0%	-10%	-3
CCOC(=O)c1nnn(-c2nonc2N)c1C	-8%	6	-24	4%	9%	-1%	-6
CC(C)C(=O)Nc1c2c(nn1-c1ccc(F)cc1)CS(=O)(=O)C2	-10%	-4	?	4%	-5%	-15%	-5
COCC(=O)Nc1cc(C(=O)NCCc2ccccc2)ccc1Cl	1%	74*	-15	-4%	0%	8%	86*
O=C(CCCCCNC(=S)Nc1ccccc1)C[N+](=O)[O-]	-3%	-18	50	-10%	4%	-38%	-2
CC(=O)c1c(N2CCOCC2)[nH]c(-c2ccccc2)nc1=S	-14%	-9	56	?	35%[activator]	-26%	3
COc1ccccc1-c1nnc(C2CCN(S(=O)(=O)c3ccccc3[N+](=O)[O-])CC2)o1	3%	-3	-17	·	12%	155%[activator]	-3
O=C(CCSc1nnc(-c2ccco2)o1)N1CCOCC1	2%	52	-17	7%	?	-10%	17
CCOc1ccc2nc(N(CCN(CC)CC)C(=O)/C=C/c3cccs3)sc2c1	-2%	20	?	·	-7%	86%[activator]	-6
COc1ccc(OC)c(CN2CCC(C(=O)N3CCN(c4ccccc4F)CC3)CC2)c1	-5%	-6	?	-6%	?	-2%	-3
COC(=O)c1ccccc1NC(=S)NC(=O)c1ccc(C)cc1	-14%	24	160	-3%	25%	-26%	7
CC1=C(C(=O)Nc2ccccc2)C(c2ccco2)C(C#N)=C(SCc2ccccc2)N1 (stereo not drawn)	1%	-8	·	-12%	·	-39%	7
CC(C)CCNC(=O)C(c1ccncc1)N(CC1CCCO1)C(=O)Cn1nnc(-c2ccc(F)cc2)n1 (stereo not drawn)	-3%	4	3	-2%	-13%	179%[activator]	-4
CCOC(=O)Cn1c(S(=O)(=O)Cc2ccc(Cl)cc2)nc(-c2ccccc2)c1-c1ccccc1	?	-2	?	-3%	-6%	-14%	-1
O=C(CSc1ccccn1)Nc1ccc(Cl)c([N+](=O)[O-])c1	?	30	-40	1%	13%	-23%	12
Cc1cc(N2CCCCC2)n2ncc(-c3ccccc3)c2n1	-10%	61	-25	-9%	127%[activator]	1%	60*
O=C1S/C(=C/c2ccccc2)C(=O)N1CC(O)Cn1c2ccccc2c2ccccc21 (stereo not drawn)	-12%	-7	27	-1%	-13%	16µM*	-1
COc1ccc(S(=O)(=O)Nc2c(C)nn(C)c2C)cc1Br	·	·	-22	·	8%	-13%	·
COc1ccc2sc(C)[n+](C)c2c1	?	-13	?	-2%	-15%	9%	-2
Cc1ccc(-c2nnn(CC(=O)N(CCCO)C(C(=O)NC3CCCC3)c3ccc(Cl)cc3)n2)o1 (stereo not drawn)	-1%	-2	7	1%	1%	40%	-6
CCOc1ccc(NC(=O)NNC(=O)C2CCC(C(C)(C)C)CC2)cc1 (stereo not drawn)	10%	7	-19	3%	88%[activator]	-14%	9
CN(C)NC(=S)Nc1cccc(C(F)(F)F)c1	-6%	6	9	-17%	83%[activator]	-4%	-1
CC(C)CC(NC(=O)CC12CC3CC(CC(C3)C1)C2)C(=O)NC1=NCCS1 (stereo not drawn)	-6%	9	-5	0%	7%	54%	11
CC(C)OC(=O)n1c(=S)oc2ccccc21	-12%	68*	22	-5%	4%	14%	44*
CSCC[C@@H](C(=O)O)N1Cc2ccccc2C1=O	-20%	16	11	?	-24%	-8%	-1
O=C(NC1(C(F)(F)F)N=C2SCCN2C1=O)c1ccco1 (stereo not drawn)	-10%	1	27	-7%	-2%	-3%	-1
Cc1cccc(NC(=O)CCN2C(=O)c3ccccc3C2=O)n1	-12%	3	-19	7%	0%	8%	3
COc1ccc(Cl)cc1NC(=O)CNC(c1ccccc1)c1ccccc1	2%	14	17	-4%	4%	-19%	3
Cn1ncc(Cl)c1C(=O)N1CCOCC1	-13%	11	32	7%	24%	-18%	0
CC(=O)N1C(=O)/C(=C2\SC(=S)N(NS(=O)(=O)c3ccc(C)cc3)C2=O)c2ccccc21	-5%	-21	16	-17%	2%	-45%	-1
COCCOc1cc(NC(=O)c2cccc(OC)c2)c(Cl)cc1Cl	?	33	-18	-2%	-8%	108%[activator]	6
CC(c1ccco1)N(C(=O)Nc1ccccc1)C1CCCCC1 (stereo not drawn)	3%	72	-13	1%	-2%	-19%	14*
CCc1nnc(NS(=O)(=O)c2ccc(NC(=O)COc3ccc(Cl)c(C)c3)cc2)s1	2%	-15	-20	9%	-5%	-34%	2
CCC(=O)Nc1ccc(C(=O)NNC(=O)COc2cccc(C)c2)cc1	-4%	29	-4	8%	0%	-20%	3
Cc1cc(NC(=O)CN2CCN(Cc3ccccc3)CC2)nc2c1c(=O)oc1ccccc12	-2%	-4	·	-1%	·	34%	3
CN(C)c1ccc(C(C(=O)NCC2CCCO2)N(Cc2ccco2)C(=O)c2snc(C(N)=O)c2N)cc1 (stereo not drawn)	0%	-7	-9	·	-2%	70%[activator]	-3
CCc1ccc(C(=O)C(C)OC(=O)CNS(=O)(=O)c2ccc(C)cc2)cc1 (stereo not drawn)	2%	·	-7	·	-10%	-47%	·
COc1cc(OC)c(OC)cc1CN1CCN(Cc2ccc(C(F)(F)F)cc2)CC1	3%	7	15	?	?	80%[activator]	-3
COCCCNC(=O)c1ccccc1Oc1ccccc1	?	12	24	-2%	7%	-16%	-3
COc1ccc(-c2cn3ccc(C)cc3n2)cc1	0%	-17	-4	-20%	9%	-2%	-2
COc1ccc(OCC#CCNC(C)(C)C)cc1	-4%	17	26	-17%	-13%	12%	12
CCOC(=O)c1cc(C(=O)OCC)cc(-n2cc(O)c(C(=O)OCC)n2)c1	-1%	-8	11	·	-3%	-21%	-1
CC(C)CNC(=S)NC1CC2CCC(C1)N2Cc1ccccc1 (stereo not drawn)	8%	-4	0	-1%	-1%	0%	-1
CCOc1ccc(NC(=S)N2CCn3c(nc4ccccc43)C2)cc1	?	2	·	6%	·	-13%	16
CC(OC(=O)Cn1cnc2c1c(=O)n(C)c(=O)n2C)C(=O)NC(C)c1ccc(Cl)cc1Cl (stereo not drawn)	-1%	·	-12	·	-15%	4%	·
COc1cccc(NC(=O)CN2C(=O)NC(CCc3ccccc3)C2=O)c1 (stereo not drawn)	0%	·	21	·	-1%	-9%	·
NS(=O)(=O)c1ccc(NC(=O)CSc2nc3c(c(=O)[nH]2)CCCC3)cc1	8%	-5	-18	8%	16%	-22%	-5
CN(C)CCNC(=O)c1cc2c(s1)-c1ccccc1OC2	-4%	47*	105	-11%	10%	22%	40*
COc1ccc2cc(C(=O)/C=C/c3cc(OC)c(OC)c(OC)c3)ccc2c1	?	12	-15	-6%	-17%	·	17
The list goes on:
SMILES	AmpC detergent	Shiga toxin inh	HCMV antiviral	Giardia FBPA inh	AMA1-RON2 inh	AmpC inh no detg	Cycloheximide cs
CCCCN(CCCNC(=O)C1CCN(S(=O)(=O)N2CCOCC2)CC1)c1ccccc1	3%	-28	-18	-4%	-21%	150%[activator]	-6
CCOc1ccc2nc(NC(=O)CN3CCOCC3)sc2c1	3%	87*	-2	-3%	-5%	-51%	37*
COc1cc(-c2ccccc2)nc(N)n1	0%	77*	71	4%	7%	-7%	87*
CC1CN(C(=O)CCn2c(=O)oc3ccccc32)CC(C)O1 (stereo not drawn)	8%	3	27	1%	2%	1%	-2
CCOc1ccc(CN2CCCC(CNC(=O)c3ccc(F)cc3)C2)cc1CO (stereo not drawn)	0%	-10	19	-2%	-1%	-6%	14
CCN(CCCNC(=O)C1CCN(S(=O)(=O)N2CCOCC2)CC1)c1cccc(C)c1	0%	14	-11	-5%	-10%	94%[activator]	-3
FC(F)(F)c1cc(-c2ccco2)nc(NCc2cccs2)n1	-9%	-6	46	-2%	54%[activator]	-36%	-1
Cn1c(C(=O)NCc2cccnc2)cc2sccc21	0%	13	2	-1%	-6%	-17%	-1
CC(C)OCCCN1CC(=O)N2C(c3ccccc3)c3[nH]c4ccccc4c3C[C@H]2C1=O (stereo partly drawn)	-17%	56*	47	9%	-6%	126%[activator]	21*
CC(C)NC(=O)CC(=O)N/N=C/c1c(F)cccc1Cl	-7%	-1	-37	-1%	1%	-5%	4

6 structures out of the list, ordered by molar mass, largest number first.
SMILES	AmpC detergent	Shiga toxin inh	HCMV antiviral	Giardia FBPA inh	AMA1-RON2 inh	AmpC inh no detg	Cycloheximide cs
CCN(CCCNC(=O)C1CCN(S(=O)(=O)N2CCOCC2)CC1)c1cccc(C)c1	0%	14	-11	-5%	-10%	94%[activator]	-3
CCOc1ccc(CN2CCCC(CNC(=O)c3ccc(F)cc3)C2)cc1CO (stereo not drawn)	0%	-10	19	-2%	-1%	-6%	14
FC(F)(F)c1cc(-c2ccco2)nc(NCc2cccs2)n1	-9%	-6	46	-2%	54%[activator]	-36%	-1
CCOc1ccc2nc(NC(=O)CN3CCOCC3)sc2c1	3%	87*	-2	-3%	-5%	-51%	37*
CC(C)NC(=O)CC(=O)N/N=C/c1c(F)cccc1Cl	-7%	-1	-37	-1%	1%	-5%	4
Cn1c(C(=O)NCc2cccnc2)cc2sccc21	0%	13	2	-1%	-6%	-17%	-1

Remaining list, next part
SMILES	AmpC detergent	Shiga toxin inh	HCMV antiviral	Giardia FBPA inh	AMA1-RON2 inh	AmpC inh no detg	Cycloheximide cs
Cc1oc(-c2cccc(F)c2)nc1CN1CCCCC1CCc1ccccn1 (stereo not drawn)	0%	7	-17	-2%	-1%	71%[activator]	-4
CCOc1ccc(C(=O)NNC(=O)CN2C(=O)C3CC=CCC3C2=O)cc1OC (stereo not drawn)	·	·	0	·	13%	-20%	·
CCN1CCC2(CC1)NC(CO)(CO)CO2	-10%	-12	-3	·	0%	-7%	-3
COCCOC(=O)c1[nH]c2c(c1C)C(=O)CC(c1cccs1)C2 (stereo not drawn)	6%	-4	0	-1%	-2%	-6%	20*
COc1ccc(N2CCN(c3cc(C)c4ccc(O)cc4n3)CC2)cc1	?	17	5	4%	-28%	-20%	1
CC(C)C[C@H](N)c1cn([C@@H](CCCCN)C(=O)N2CCNCC2)nn1	8%	-13	65	1%	31%[activator]	-27%	1
Cc1cccnc1NC(=O)C1CCN(S(=O)(=O)c2ccc3ccccc3c2)CC1	-2%	·	-29	·	11%	60%[activator]	·
COc1ccc(NC(=O)CNc2ccccc2C(C)=O)cc1S(=O)(=O)N1CCOCC1	·	·	14	·	0%	-7%	·
Cc1ccc(OCC(O)CN2CC3(C)CC2CC(C)(C)C3)cc1 (stereo not drawn)	-2%	-3	-33	-17%	-8%	-3%	-1
Cc1ccc(NC(=O)CN(C(=O)N2CCN(C)CC2)S(=O)(=O)c2ccc(C)cc2)cc1	-18%	·	-20	·	8%	-1%	·
Cn1nc(C(F)(F)F)cc1-c1ccc(/C=C(\C#N)C(=O)c2cccc(C(F)(F)F)c2)s1	0%	28	68	9%	7%	-32%	8
